# Tb PFK block – qHTS Assay to Find Inhibitors of T. brucei phosphofructokinase | T. brucei PFK, ADP-Glo luminescence | 330,000 tested, 0.17% active | Potency, µM (highest dose often 57.5 µM), for the others: at the highest dose activity, negative = inhibition, usual class: inhibitors | ATP-dependent 6-phosphofructokinase (Trypanosoma brucei brucei), O15648 | AID 485367, 2010;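 note: potency is the fitted concentration of half-maximal effect; 0% = uninhibited 1x PFK enzyme wells and -100% = no-enzyme wells; nearly all actives have a fitted effect of over 60% in size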
#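 In TEA buffer at pH 8.0 with 5 mM MgCl2, enzyme (1.25 nM) converted F6P (0.5 mM) and ATP (0.1 mM) for 45 min at room temperature. ADP product was read by luciferase luminescence.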
# FBPA coupling cs – qHTS Assay for Inhibitors of Fructose-1,6-bisphosphate Aldolase from Giardia Lamblia: Coupling assay counterscreen; activity change, negative = inhibition, % at 58.2 µM, hits read low; 290,000 tested, 0.67% active; coupling enzyme system counterscreen, AmpLite Red fluorescence; in the data active = activity change below about -30%; note: % is set by controls: 0 for no effect and ±100 for the full control effect
#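 Counterscreen lacking aldolase: glyceraldehyde-3-phosphate coupling-enzyme reagent preincubated 10 min at RT with compound (at 57.5 uM final), then substrate/coupling system with AmpLite Red added; fluorescence read at 525/598 nm after 20 min RT.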
# CXXC DNA block – qHTS Fluorescence Polarization Assay for Inhibitors of MLL CXXC domain - DNA interaction | 290,000 tested, 0.037% active | AID 2662, 2010 | Potency, µM (doses to about 115 µM), inactives show at the highest dose activity change, negative = inhibition, actives largely listed as inhibitors | MLL-CXXC / FITC-HOXA9 DNA fluorescence polarization | Histone-lysine N-methyltransferase 2A (Homo sapiens), Q03164; active = well fitted inhibition curve with a large enough effect in the polarisation, with a control signal flat, not every such curve was filed as active; inconclusive = small, poorly fitted or top-dose-only effect, or effect the other way, or a change in a side signal; inactive = no such curve, though single readings can be large or run the other way; the % refers to the polarisation; note: potency is the fitted concentration of half-maximal effect
#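 Steps: dispense CXXC domain solution (7 uM) → pin compounds or unlabeled HOX-A9 DNA control → 5 min ambient → add FLSN-HOX-A9 solution (50 nM) → spin → 30 min ambient → fluorescence polarization. Tris pH 7.5/NaCl/DTT/BSA buffer.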
# KCNH2 WT inh – qHTS for Inhibitors of KCHN2 3.1: Wildtype qHTS; AID 720551, 2013; 340,000 tested, 0.37% active; Voltage-gated inwardly rectifying potassium channel KCNH2 (Homo sapiens), Q12809; U2OS, BacMam KCNH2, thallium flux FluxOr; hits give low values; activity change, % at 1.84 µM;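 active = maximum activity change below -70%; inconclusive = maximum activity change between -70% and -50%; inactive = maximum activity change above -50%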; note: % is set by controls: 0 for no effect and ±100 for the full control effect
#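 U2OS cells transduced with wild-type KCNH2 virus are loaded with FluxOr dye for 45 min, and thallium flux is measured in kinetic reads before and after stimulation buffer. Rate constants are normalized to DMSO controls.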
# A-T KAP1 phos – qHTS Assay for Identifying a Potential Treatment of Ataxia-Telangiectasia | […] A-T fibroblasts, KAP-1 phosphorylation AlphaLISA; neocarzinostatin DNA damage 30 min before lysis | Potency, µM (series often up to 57.5 µM), for the others: at the highest dose activation, usual class: activators | 320,000 tested, 0.19% active | AID 485349, 2010; note: potency is the fitted concentration of half-maximal effect; % of control where 0% means no effect; nearly all actives have a fitted effect of over 45% in size
#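 hTERT-immortalized A-T patient fibroblasts ([…]), 500 cells/well in OPTI-MEM, 1% FBS, got compounds for 60 min, then NCS for 30 min at 37C. Lysates were then assayed for phospho-KAP-1 by AlphaLISA (anti-pKAP1 donor, anti-KAP1 acceptor beads), 6 hr at 25C.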
# Giardia killer – Small Molecules that selectively kill Giardia lamblia: qHTS. AID 540267, 2011. Giardia lamblia trophozoite viability. 340,000 tested, 0.15% active. activity change, % at 7.66 µM, hits read low; in the data active = activity change below about -80%; inconclusive = between about -30% and that limit;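 note: parasites exposed to compound for two days anaerobically before the ATP read; % is set by controls: 0 for no effect and ±100 for the full control effect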
#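 Giardia trophozoites, 100 cells per well, were exposed to compounds for 48 hrs at 37 deg C under anaerobic conditions; viability was then read as ATP content by bioluminescence after 15-30 min at room temperature.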
# TCR act – Activators of T cell receptors: qHTS campaign; 330,000 tested, under 10 active; primary human leukocytes, anti-CD3, IL-2 HTRF, 48 h; Potency, µM (titrated, usually from 9.22 µM), without a hit: top-dose activation of IL-2 secretion, actives largely listed as activators; AID 504894, 2011; note: % of control where 0% means no effect
#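 Activity was scored as IL-2 release from primary human leukocytes given only a TCR signal (a-CD3 beads) plus compound for 48 hr. Detection used a two-antibody HTRF format read at 665nm.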
# GALK inhibitor – qHTS Assay for Inhibitors of Human Galactokinase (GALK) | AID 1868, 2009 | Potency, µM (series often up to 57.5 µM), for inactives: at the highest dose activity change, negative = inhibition, hits mostly inhibitors | 270,000 tested, 0.007% active | Purified GALK, Kinase-Glo residual ATP luminescence | P51570; note: potency is the fitted concentration of half-maximal effect; % is set by controls: 0 for no effect and ±100 for the full control effect
#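 Kinase-Glo Plus luminescence measured ATP left after a 1 h room-temperature reaction. The reaction used 5 nM GALK, 100 uM galactose and 35 uM ATP at pH 8.0 (20 mM HEPES, 5 mM MgCl2, 60 mM NaCl, 1 mM DTT, 0.01% BSA).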
# TSHR antag – Antagonists of the Thyroid Stimulating Hormone Receptor: HTS campaign; Thyrotropin receptor (Homo sapiens), P16473; TSHR-expressing cells, TSH-stimulated cAMP HTRF, 2 h; hits give low values; activity change, negative = inhibition, % at 11.5 µM; 330,000 tested, 0.2% active; AID 504810, 2011;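 active = activity change below a set negative limit, meaning inhibition stronger than a set level, cut at about -70% in these data; inconclusive = activity change between two set negative limits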; note: % is set by controls: 0 for no effect and ±100 for the full control effect
#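 Cell-based HTRF cAMP assay; TSHR cells + compound, TSH EC80 (4nM final), 2 h, 37 deg C. Lysis with anti-cAMP cryptate and cAMP-d2, 30 min RT, read 665/620 nm.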
# BCR signal inh – qHTS Assay to Find Inhibitors of Chronic Active B-Cell Receptor Signaling. 340,000 tested, 0.05% active. ABC-DLBCL IkBa-CBG/CBR reporter, luminescence ratio, 4 h. Potency, µM (series often up to 46.1 µM), without a hit: at the highest dose ratio change, negative = lower green/red ratio, most hits filed as inhibitors; active = well fitted inhibition curve with a large enough effect in the signal ratio, with a control signal flat, not every such curve was filed as active; inconclusive = small, poorly fitted or top-dose-only effect, or effect the other way, or a change in a side signal; the % refers to the signal ratio;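 note: potency is the fitted concentration of half-maximal effect; plate controls were basal doxycycline-induced cells for no effect and cells given 10 µM MG132 for full effect; MG132 reads +100%, hits lower the ratio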
#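 Doxycycline induced both beetle luciferases in TMD8 lymphoma cells; IKK-driven degradation limits the IkappaBalpha-fused green signal, while red luminescence normalises for cell number and nonspecific effects. Compounds tested up to 46 uM, 4 hrs.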
# An asterisk follows results filed as active; ? = inconclusive; / = not tested or not shown; [ ] = dose if it differs, or a comment. Unless noted, calls come from the whole dose curve; as a rule, active = well fitted curve in the direction sought with a large enough effect; inconclusive = small, poorly fitted or top-dose-only effect, or another doubt; inactive = no such curve, though single readings can be large; an effect the other way counts as inactive or inconclusive.
SMILES,Tb PFK block,FBPA coupling cs,CXXC DNA block,KCNH2 WT inh,A-T KAP1 phos,Giardia killer,TCR act,GALK inhibitor,TSHR antag,BCR signal inh
O=C(CCC(=O)NNC(=O)COc1ccc(Br)cc1)NCc1ccccc1,-3%,1,-1%,-11,10%,8,-1%,1%,-3,5%
Cc1cccc(N(NC(=O)C(C)(C)O)C(=O)c2ccccc2)c1,1%,-1,3%,-1,1%,-4,2%,-3%,14,-2%
CNc1ccccc1C(C)(C)c1cc(C)[nH]n1,0%,0,5%,/,0%,4,7%,0%,-5,2%
O=C(CSc1ncccn1)N/N=C/c1ccccc1[N+](=O)[O-],-6%,-1,5%,-8,-3%,21,5%,7%,-4,-17%
O=C(Cn1ccc(C(F)(F)F)n1)NNC(=O)c1ccco1,0%,/,/,-4,-3%,2,8%,/,-8,-3%
CON(C)c1nc(OCCNC(=O)OCc2ccc(Cl)cc2Cl)nc(N(C)C)n1,0%,2,6%,-3,-1%,-16,-8%,5%,-16,-3%
Cc1ccc(C(=O)NCC(=O)OCCCn2c(=O)[nH]c3ccccc32)cc1,0%,/,/,1,-1%,-19,-3%,/,8,-1%
Cc1ccc(S(=O)(=O)/N=S(/c2ccccc2)C(C)C)cc1 (stereo not drawn),-8%,1,-4%,-2,0%,-3,-1%,/,-5,-16%
Cc1ccc(-c2nnc(Oc3ccc(NC(=O)c4ccccc4)cc3)c3ccccc23)cc1,-7%,3,6%,-2,1%,10,3%[46.1 µM],0%,11,?
O=C(CSc1ncnc2c1oc1ccccc12)NCc1ccc(F)cc1,4%,5,-6%,0,9%,-12,4%,3%,133,0%
COc1cc(C(=O)Oc2cc(C)[nH]c(=O)c2[N+](=O)[O-])cc(OC)c1OC,5%,-3,6%,-26,10%,-1,2%,/,0,3%
CC(=O)c1ccc(N2CCN(c3ncc(C(F)(F)F)cc3Cl)CC2)cc1,2%,-1,10%,18,1%,-5,1%,-3%,-7,9%
O=C(O)CNS(=O)(=O)c1cc(Cl)c(Cl)cc1Cl,5%,2,-8%,11,-2%,-8,1%,0%,10,-18%
Cc1ccccc1C(=O)NC1CCN(Cc2nnnn2C(C)(C)C)CC1,4%,-1,-2%,-2,5%,-7,-1%,-2%,1,-5%
Cc1ccc2oc(C(=O)N3CCC(C(N)=O)(N4CCCCC4)CC3)c(C)c2c1,2%,-3,29%,-2,3%,-12,-8%,-1%,-16,-16%
Cc1cccc(S(=O)(=O)Nc2nc3ccccc3nc2NCc2ccco2)c1,-1%,9,3%,-6,-7%,1,8%,0%,6,4%
Nc1c(C(=O)OCC2CCCO2)c2nc3ccccc3nc2n1C1CCCC1 (stereo not drawn),0%,-3,-1%,1,7%,-9,4%,-5%,-3,?
NC(=S)NN=C(c1ccccc1)c1ccccc1,2%,-2,5%,11,8%,-4,2%,1%,-6,-18%
O=C(NCCCN1CCCC1)c1ccc(CS(=O)(=O)c2ccc(Cl)cc2)o1,1%,/,9%,20,/,11,-2%,0%,13,-1%
Cc1cccc(-c2nn(-c3ccccc3)cc2C(=O)NCC(c2cccs2)N2CCOCC2)c1 (stereo not drawn),-1%,/,/,-8,7%,-18,2%,/,-13,?
Cc1ccc(/C=N/Nc2nnc(Cc3ccccc3)c(=O)[nH]2)o1,-3%,-1,-7%,22,-1%,-5,9%,1%,-4,13%
O=C(Cc1ccccc1)NCC(=O)OCC(=O)c1ccc([N+](=O)[O-])cc1,-13%,0,15%,1,4%,?,-1%[46.1 µM],2%,6,?
Cc1nc(C(F)(F)F)c(C(=O)NC(=O)Nc2ccccc2)s1,2%,2,3%,0,-4%,-15,1%,-2%,12,2%
O=C(Cn1cc([N+](=O)[O-])cn1)Nc1nccs1,-18%,1,3%,0,2%,-19,4%,4%,-5,-2%
C/C(=N\NS(=O)(=O)c1ccc([N+](=O)[O-])cc1)c1cccs1,9%,8,0%,/,-6%,5,-2%,-1%,10,16%
CCn1c(CCCCc2n[nH]c(=S)n2CC)n[nH]c1=S,2%,-1,4%,4,-1%,1,3%,-1%,2,1%
O=S(=O)(c1ccc2ccccc2c1)N(CC1CO1)c1ccccc1 (stereo not drawn),-4%,10,-8%,-1,4%,-9,6%,4%,25,?
COc1ccc(-c2cc3c(=O)n(CC(=O)NCCCN4CCC(N5CCCCC5)CC4)ncn3n2)cc1,-5%,/,-12%,-3,-11%,-22,0%,0%,-4,-1%
O=C(CC1OC(=O)c2ccccc21)Nc1ccccc1N1CCOCC1 (stereo not drawn),1%,6,-1%,-18,-2%,-12,5%,7%,2,-1%
CC(C)C(=O)Nc1nnc(SCC(=O)NCc2cccs2)s1,0%,-2,-4%,-1,22%,9,3%,-2%,36,-1%
O=C(O)CNC(=O)CC1S/C(=N/N=C2\CSC(=O)N2)NC1=O (stereo not drawn),11%,-5,15%,/,6%,-12,2%,-1%,33,6%
CCOC(=O)c1sc(NC(=O)Cn2nnc3sc4c(c3c2=O)CCCC4)nc1C,8%,5,-5%,2,-1%,-8,2%,-5%,-5,?
COc1ccc(-c2nn(-c3ccccc3)cc2C(=O)N2CCN(S(=O)(=O)c3ccccc3C#N)CC2)cc1,-1%,/,/,1,0%,-7,6%,/,-15,?
COc1cc2c(cc1NC(=O)CSc1nnc(COc3ccc(Cl)cc3)n1C)oc1ccccc12,0%,-4,?,15,-2%,-2,0%,3%,-1,?
CCOCCOC(=O)C1=C(C)N(C)C(=O)NC1c1cc(Cl)c(O)c(OCC)c1 (stereo not drawn),-5%,-9,3%,-3,-2%,2,2%[46.1 µM],1%,5,-6%
CC(=O)N1CCN=C1SCc1ccc(Br)cc1,0%,0,1%,8,2%,-27,3%,-2%,16,6%
COc1ccc(C2C(C(C)=O)=C(O)C(=O)N2c2ccccn2)cc1 (stereo not drawn),1%,4,-6%,-5,0%,-5,6%,/,1,5%
CCCc1ccc(C(=O)NNC(=O)c2ccc(Br)cc2)cc1,11%,5,1%,-1,6%,3,-4%[46.1 µM],2%,8,?
CCC1CCCCN1C(=O)c1cccc(S(=O)(=O)Nc2cc(C(F)(F)F)ccc2Cl)c1 (stereo not drawn),-1%,7,10%,19,4%,-7,0%[46.1 µM],0%,-5,7%
COc1cccc(C2C(C#N)=C(N)OC3=C2C(=O)CCC3)c1OC(=O)c1ccco1 (stereo not drawn),6%,-1,3%,-10,-1%,10,1%,0%,-2,9%
CCCCNC(=O)c1ccc(NC(=O)C2CCCO2)cc1 (stereo not drawn),-10%,-10,0%,-18,3%,6,5%,-1%,14,0%
CCOC(=O)C1(C)NC(c2cccs2)C2C(=O)N(c3ccc(OC)cc3)C(=O)C21 (stereo not drawn),6%,1,?,-19,3%,14,1%,12%,-6,5%
CCOC(=O)C1=NNC(C(=O)c2ccc(Cl)cc2)C1c1ccccc1 (stereo not drawn),8%,1,-3%,1,5%,-10,-2%[46.1 µM],1%,0,4%
CN(Cc1cnccn1)C(=O)C1CCC(=O)N(CCc2ccc(Cl)cc2)C1 (stereo not drawn),-3%,1,12%,-8,5%,-10,-12%,-2%,5,10%
O=C(Nc1ccc(Br)cc1)C1CC(O)CN1C(=O)OCc1ccccc1 (stereo not drawn),3%,-1,-1%,5,10%,-2,2%,-2%,-2,-7%
COc1ccc(NC(=O)C2CCCN(S(=O)(=O)c3ccc4[nH]c(=O)ccc4c3)C2)cc1 (stereo not drawn),0%,3,/,10,-6%,1,-1%,/,0,3%
Cc1ccc(S(=O)(=O)N2CCOCC2)cc1NC(=O)CN1CCN(C)CC1,3%,/,/,4,4%,-8,5%,/,5,-1%
CS(=O)(=O)c1ccc(Cl)c(NC(=O)COC(=O)CNC(=O)c2ccc3ccccc3c2)c1,1%,/,/,18,21%,1,-3%,/,4,-4%
CCn1c2ccccc2c2cc(NS(=O)(=O)c3ccccc3C)ccc21,4%,1,4%,-10,-7%,-8,-6%,-1%,17,8%
